# FBW7 act = FBW7 E3 ligase activators, primary screen, biochemical, AlphaScreen, human; normalized activity (activation), % at 26.1 µM; AlphaScreen FBW7–phospho-cyclin E peptide binding, activator screen; 650,000 tested, 0.13% active; F-box/WD repeat-containing protein 7 (Homo sapiens), Q969H0; in the data active means normalized activity above about 1.9%;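 further: purified mutant Fbw7 with reduced substrate affinity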
# Target sequence (Q969H0 whole entry, looked up): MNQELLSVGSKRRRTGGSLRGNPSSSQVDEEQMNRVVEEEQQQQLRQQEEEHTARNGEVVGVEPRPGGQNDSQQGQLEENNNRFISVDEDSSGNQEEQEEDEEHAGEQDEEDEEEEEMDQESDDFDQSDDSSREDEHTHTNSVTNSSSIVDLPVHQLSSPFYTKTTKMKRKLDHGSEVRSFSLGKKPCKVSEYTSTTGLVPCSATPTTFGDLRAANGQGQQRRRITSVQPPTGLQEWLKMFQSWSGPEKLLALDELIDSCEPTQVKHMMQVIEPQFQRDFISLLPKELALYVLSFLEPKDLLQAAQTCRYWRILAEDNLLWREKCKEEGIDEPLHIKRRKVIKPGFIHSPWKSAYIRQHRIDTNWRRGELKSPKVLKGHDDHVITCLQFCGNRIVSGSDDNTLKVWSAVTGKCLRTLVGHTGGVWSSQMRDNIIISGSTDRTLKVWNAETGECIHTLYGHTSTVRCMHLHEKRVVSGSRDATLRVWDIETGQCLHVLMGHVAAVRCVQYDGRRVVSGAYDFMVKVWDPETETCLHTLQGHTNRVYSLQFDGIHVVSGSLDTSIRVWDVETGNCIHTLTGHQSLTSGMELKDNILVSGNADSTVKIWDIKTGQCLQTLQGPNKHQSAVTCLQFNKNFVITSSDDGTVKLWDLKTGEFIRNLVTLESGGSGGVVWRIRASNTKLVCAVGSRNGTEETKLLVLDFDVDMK
# TEAD-YAP inh = TEAD-YAP interaction inhibition, primary screen, TEAD-YAP interaction inhibitor project, luminescence, HEK-TIYL cells | AID 1259422, 2018 | inhibition, % at 9.12 µM | TEAD-Gal4/YAP UAS-luciferase luminescence | 640,000 tested, 1.4% active; in the data active means inhibition above about 32%;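 further: 0% = median of test compound wells and 100% = reference inhibitor wells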
# MITF inh = MITF inhibitors, primary screen, biochemical, AlphaScreen, human | Microphthalmia-associated transcription factor (Homo sapiens), O75030 | AlphaScreen MITF homodimerization, bead proximity signal | inhibition, % at 2.6 µM | 650,000 tested, 0.91% active; in the data active means inhibition above about 50%;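 further: 0% = vehicle wells with protein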
# GPR151 ag = activators of human GPR151, primary screen, cell-based, PathHunter beta-arrestin, luminescence; PathHunter beta-arrestin GPR151 cells; 650,000 tested, 1% active; G-protein coupled receptor 151 (Homo sapiens), Q8TDV0; activation, % at 11.2 µM; in the data active means activation above about 4.9%;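 further: 0% = median of compound wells and 100% = cells with positive control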
# Target sequence (Q8TDV0 whole entry, looked up): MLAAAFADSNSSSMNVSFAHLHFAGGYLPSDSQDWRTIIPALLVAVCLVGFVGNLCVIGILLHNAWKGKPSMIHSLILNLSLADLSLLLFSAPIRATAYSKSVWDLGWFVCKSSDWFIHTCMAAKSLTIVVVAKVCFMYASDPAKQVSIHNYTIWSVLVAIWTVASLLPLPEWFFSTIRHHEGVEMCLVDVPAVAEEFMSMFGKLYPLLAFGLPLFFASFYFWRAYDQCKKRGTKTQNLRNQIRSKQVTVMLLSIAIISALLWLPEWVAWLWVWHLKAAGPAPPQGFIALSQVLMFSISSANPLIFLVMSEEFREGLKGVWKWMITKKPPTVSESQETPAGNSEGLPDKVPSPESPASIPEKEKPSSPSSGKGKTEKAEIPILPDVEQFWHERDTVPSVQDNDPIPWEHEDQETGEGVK
# Active calls of the source: *; & = joins results of further samples.
SMILES,FBW7 act,TEAD-YAP inh,MITF inh,GPR151 ag
COc1ccc(C(=O)N2CCN(c3ccc([N+](=O)[O-])c(NC4CC4)c3)CC2)cc1,-0.6,9.2,14.5,-1.0
COc1ccc(CNC(=O)CN2CCC(n3nnc4cc(C(F)(F)F)ccc43)CC2)cc1,0.0,5.4,3.1,2.4
NC1=NC(=O)C2(COC(c3cccnc3)OC2)S1 (stereo unspecified),0.1,7.1,5.0,-0.8
Cc1ccc(S(=O)(=O)N2CCN(S(=O)(=O)c3ccc(C)cc3)C2c2ccc(N(C)C)cc2)cc1,-0.5,-10.0,5.2,0.8
CCN1C(=O)c2ccccc2S(=O)c2ccc(C(=O)NC(C)C)cc21 (stereo unspecified),-0.2,-16.4,-8.3,0.2
CCOC(=O)c1sc(NC(=O)C(C)Sc2nnc(CNC(=O)c3ccc(OC)cc3)n2Cc2ccccc2)c(C(=O)OCC)c1C (stereo unspecified),0.0,-8.2,-12.2,-1.7
CCN1C(=O)N/C(=C/c2cc(C)n(-c3ccccn3)c2C)C1=O,-0.1,-34.4,-7.5,-0.4
C=CCc1cc(C)ccc1OCC(O)CN1CCN(c2ccc(C)cc2)CC1 (stereo unspecified),0.0,6.6,36.9,0.4
COc1ccc(C2/C(=C(/O)c3ccc([N+](=O)[O-])cc3)C(=O)C(=O)N2CCCCCC(=O)O)cc1 (stereo unspecified),-0.1,3.4,-7.7,-0.4
O=C(OCc1ccccc1)c1ccc(N2C(=O)C3C4C=CC(C4)C3C2=O)cc1 (stereo unspecified),0.0,-5.7,-4.8,0.5
CN1CCN(c2nc(NCCOC34CC5CC(CC(C5)C3)C4)nc(OCC(F)(F)F)n2)CC1,-0.1,-8.4,-2.9,-1.3
O=C(CN1CCNCC1)Nc1ccc(Cl)c([N+](=O)[O-])c1,-0.1,-2.6,-2.4,-1.1
COc1ccc(-c2nc3scc(CCNS(=O)(=O)N(C)C)n3n2)cc1,0.6,2.2,1.4,1.3
O=C1CCCC2=C1C(c1ccsc1)CC(=O)N2c1ccc(F)cc1F (stereo unspecified),0.0,-8.5,-12.8,0.6
O=C(Nc1cccc2ccccc12)OCCn1nnnc1CN1CCOCC1,-0.3,-6.0,-3.6,-0.8
O=C(Cn1nnc(-c2cccnc2)n1)NC1CC1,-0.1,-3.1,-11.0,0.1
COC(=O)c1ccc(C2C3=C(CC(c4cccs4)CC3=O)Nc3ccccc3N2C(=O)c2ccccc2)cc1 (stereo unspecified),0.1,0.7,16.2,-0.9
COc1ccccc1-n1c(=O)[nH]c2c(C(N)=O)nc(C3CCCCC3)nc21,-0.1,-7.2,2.5,0.1
CN(C)C(CNS(=O)(=O)c1ccc2c(c1)OCCO2)c1ccco1 (stereo unspecified),0.6,1.7,2.2,-1.4
CCS(=O)(=O)N1CCN(C(C)C)CC1,-0.1,-5.9,27.4,0.2
c1ccc(-n2nnnc2SCc2cccc3nsnc23)cc1,0.1,-2.2,-2.0,0.6
COc1ccc(OC)c(Nc2nc(-c3ccccc3O)nc3ccccc23)c1,0.0,-11.7,-1.8,-0.8
COc1cc(NC(=O)CCNC(=O)Cn2cnc3sc4c(c3c2=O)CCCC4)cc(OC)c1OC,-0.1,-7.8,-2.1,0.3
CN1C(=O)CCc2cc(NC(=O)Cc3cccc4ccccc34)ccc21,0.3,-0.4,-8.8,1.7
CCOc1ccc(-n2c(=O)[nH]cc(C(=O)N3CCCc4ccccc43)c2=O)cc1,0.0,0.3,14.0,0.0
CCCCC(=O)Nc1ccc(NC(=O)c2cc(OC)c(OC)c(OC)c2)cn1,0.0,-1.6,1.4,0.2
Cc1ccc(NC(=O)COc2ccccc2)c(NC(=O)Cc2ccccc2)c1,0.0,-1.4,6.2,-0.7
COc1cc(SC)ccc1C(=O)Nc1nc2c(s1)C(=O)CC(C)(C)C2,0.6,-22.1,12.9,-1.7
C/C(=N\Nc1ccc(C(F)(F)F)cc1[N+](=O)[O-])C(C)C,0.0,13.3,4.2,0.3
COC(=O)[C@@H]1CCCN1Cc1ccc2c(c1)CN(Cc1cccc(C)n1)CCO2,0.1,-4.0,10.5,-0.1
COc1cc(-c2nocc2C#N)cc(OC)c1OC,0.1,-9.9,3.5,-0.3
O=C1CCCN1CCCNc1nc(N2CCN(Cc3ccc4c(c3)OCO4)CC2)nc2c1ncn2-c1ccccc1,-0.1,13.2,8.0,0.6
CCC1CCCCN1C(=O)c1cnn2cc(Br)cnc12 (stereo unspecified),0.1,1.7,-9.7,-0.6
O=C(c1ccc(Cl)cc1)N(Cc1ccc(Br)cc1)N1C(=O)CCC1=O,-0.1,0.9,-10.1,0.3
Cc1cc(N2CCOCC2)nc2ccc(NC(=O)c3ccc(C(C)(C)C)cc3)cc12,-0.1,-4.5,-2.8,1.2
Cc1cc(C(=O)COc2cccnc2[N+](=O)[O-])c(C)n1-c1ccccc1,0.1,-8.7,7.6,-0.9
C/C(=N\NC(=O)CCc1ccccc1)c1ccc(Cl)s1,-0.1,-1.6,-7.5,-0.9
COC(=O)c1c(N)n(-c2ccc(F)c(F)c2F)c2nc3ccccc3nc12,0.2,12.4,-4.2,0.5
CCC1CCCCN1CCNS(=O)(=O)c1cccc2nonc12 (stereo unspecified),-0.1,3.7,8.4,0.7
CCc1ccccc1Nc1nc(N)nc(Cn2nnc(-c3ccccc3)n2)n1,-0.1,39.4*,12.2,0.3
O=C(O)C1CCC1C(=O)N1CCC2(CC1)OCc1cc(-c3ccc(Cl)cc3)ccc1O2 (stereo unspecified),0.1,-20.4,8.8,0.0
COc1ccc(CNCc2ccccc2)c(OC)c1,-0.2,-2.6,2.7,0.0
COc1ccc(N2CCN(C(=O)c3sccc3C)CC2)cc1,0.5,12.4,12.4,0.1
C=CCn1c(SCC(=O)NC23CC4CC(CC(C4)C2)C3)nnc1-c1ccccc1O,0.0,2.6,6.8,3.2
COc1cc(OC)c(C2C(C(=O)O)c3ccccc3C(=O)N2C)cc1OC (stereo unspecified),0.3,-3.0,12.1,-0.5
CCOc1ccc2cc(C3C(C#N)=C(N)OC(C)=C3C(C)=O)c(Cl)nc2c1 (stereo unspecified),-0.1,1.9,4.8,3.6
CCOC(=O)N1CCN(S(=O)(=O)c2ccc(C)cc2)C1c1ccc(OC)cc1 (stereo unspecified),0.2,2.3,8.2,0.1
CCSc1ccc2nnc(-c3ccc(Cl)cc3)n2n1,0.1,-0.8,8.4,-0.5
O=C(Cc1ccc(F)cc1)N1CCCCCC1,0.4,-17.9,14.9,-0.1
CCN1C(=O)/C(=C/c2ccc(O)cc2)N(C)C1=S,-0.2,0.3,-6.8,0.1
Fc1ccc(C2=CC(c3ccccc3)n3ncnc3N2)cc1 (stereo unspecified),-0.2,-4.0,-3.0,2.0
CC(C)C(C(=O)OCC(=O)c1ccc([N+](=O)[O-])cc1)N1C(=O)C2C3CCC(C3)C2C1=O (stereo unspecified),-0.1,0.7,-1.0,0.9
FC(F)(F)c1cccc(-n2cccc2)c1,0.0,11.0,-7.2,0.8
Cc1ccc(CN2CCc3nc(N4CCCC4)[nH]c(=O)c3C2)cc1,0.1,-4.0,2.1,1.2
CCn1c(=O)c2[nH]c(-c3ccccc3)nc2n(CC)c1=O,0.0,11.6,2.8,-0.2
CCSc1nnc(NC(=O)CCNS(=O)(=O)c2ccc3c(c2)CCC(=O)N3)s1,0.6,9.4,6.1,1.1
Cc1cc(C(=O)OCC(=O)NC(=O)Nc2ccc3c(c2)OCCO3)c(C)n1-c1ccccc1,-0.1,-20.2,18.9,-2.0
CCOC(=O)C1=C(C)NC2=C(C(=O)C(C(=O)OCC)C(c3cccc(OC)c3)C2)C1c1cccc(Br)c1 (stereo unspecified),0.2,12.7,17.0,-0.2
CN=C1SC(CC(=O)NC)C(=O)N1C (stereo unspecified),-0.2&0.4,1.9&-0.6,-7.7&2.7,1.5&-1.5
CCN(CCn1cccn1)Cc1c(C(=O)N(C)Cc2ccccc2)nc2ccccn12,0.1,-3.1,-7.7,-0.2

# Overlap with the part before: four compounds, followed by the next part.
SMILES,FBW7 act,TEAD-YAP inh,MITF inh,GPR151 ag
Cc1cc(C(=O)OCC(=O)NC(=O)Nc2ccc3c(c2)OCCO3)c(C)n1-c1ccccc1,-0.1,-20.2,18.9,-2.0
CCOC(=O)C1=C(C)NC2=C(C(=O)C(C(=O)OCC)C(c3cccc(OC)c3)C2)C1c1cccc(Br)c1 (stereo unspecified),0.2,12.7,17.0,-0.2
CN=C1SC(CC(=O)NC)C(=O)N1C (stereo unspecified),-0.2&0.4,1.9&-0.6,-7.7&2.7,1.5&-1.5
CCN(CCn1cccn1)Cc1c(C(=O)N(C)Cc2ccccc2)nc2ccccn12,0.1,-3.1,-7.7,-0.2
C/C(N)=C(/C#N)C(=O)COC(=O)/C=C/c1ccc(OCc2ccccc2)cc1,0.1,-13.3,-1.7,-0.4
CN(Cc1ccn[nH]1)Cc1ccc(C(=O)NCc2cccs2)c(=O)[nH]1,0.6,2.8,11.1,-0.7
O=C(c1ncoc1-c1ccc(F)cc1)N1CCC2(CC1)C(=O)NCN2c1ccccc1,0.3,-2.0,4.1,0.4
CC1=NN(c2ccc(Cl)cc2)C(=O)/C1=C\C=C1\N(C)c2ccccc2C1(C)C,-0.3,3.9,2.0,0.2
CC(C)N1CCc2c(sc(NC(=O)c3ccc(S(=O)(=O)N4CCCCCC4)cc3)c2C(N)=O)C1,-0.2,-9.8,-0.1,0.6
COc1ccccc1C1C(C(C)=O)=C(C)N=c2s/c(=C\c3ccc(OC)c4ccccc34)c(=O)n21 (stereo unspecified),0.0,-8.4,-17.3,0.2
C=C(C)Cn1c(SCCCCC)nc2sc3c(c2c1=O)CC(C)(C)OC3,1.0,11.0,-15.0,2.5
Cc1ccc(-n2cnc3c(sc4nccc(N(C)C)c43)c2=O)cc1,0.5,-6.6,19.9,-1.6
c1ccc(CCN2CCC(c3nc4ccc(-c5ccncc5)cc4[nH]3)CC2)cc1,-0.1,-11.6,10.4,-0.9
Cc1ccc2sc(-c3ccc(NC(=S)NC(=O)c4cncc(Br)c4)cc3)nc2c1,0.0,-0.7,0.1,0.8
CCOC(=O)c1c(C)[nH]c(C)c1C(=O)CSc1nncs1,0.4,2.0,12.5,-1.9
O=C1N/C(=C/c2cc(Br)cs2)C(=O)N1c1ccccc1,0.0,-14.4,-7.2,0.6
O=C(CN1C(=O)C2CC=CCC2C1=O)Nc1nc(-c2ccc(-c3ccccc3)cc2)cs1 (stereo unspecified),-0.1,-44.6,-1.7,-0.1
CCOC(=O)C1(C)NC(c2cccs2)C2C(=O)N(c3ccc(C)cc3)C(=O)C21 (stereo unspecified),-0.3,-8.5,-1.9,-0.4
O=C(Nc1cccc(-c2nc3ccccc3c(=O)o2)c1)c1ccccc1,-0.1,2.2,6.7,0.3
COc1ccc(N=Cc2cccc([N+](=O)[O-])c2)cc1,-0.2,4.4,8.2,-0.3
COC(=O)c1ccc(C2NC(=O)c3c(sc(C)c3C)N2)cc1 (stereo unspecified),0.1,-0.6,-2.6,-0.5
COc1ccc(CCNC(=O)c2ccnc(Nc3nc4ccccc4n3C)c2)cc1,-0.2,11.1,-1.2,-0.9
O=[N+]([O-])c1ccc(S(=O)(=O)N2CCN(S(=O)(=O)N3CCOCC3)CC2)cc1,0.0,11.8,-3.1,2.9
Cc1ccc(NC(=O)C2CCN(C(=O)c3ccccc3C)CC2)c(C)c1,0.0,9.7,-19.8,1.3

# Part of the list above, with tabs.
SMILES	FBW7 act	TEAD-YAP inh	MITF inh	GPR151 ag
O=C1N/C(=C/c2cc(Br)cs2)C(=O)N1c1ccccc1	0.0	-14.4	-7.2	0.6
O=C(CN1C(=O)C2CC=CCC2C1=O)Nc1nc(-c2ccc(-c3ccccc3)cc2)cs1 (stereo unspecified)	-0.1	-44.6	-1.7	-0.1

# Following part:
SMILES,FBW7 act,TEAD-YAP inh,MITF inh,GPR151 ag
O=C(Nc1ccccc1I)c1ccc(F)cc1,0.7,-13.6,-9.4,-2.0
COCCNP1(=O)C=C(c2ccccc2)OC(c2ccccc2)=C1,-0.1,3.8,-9.0,-2.6
O=C(Cc1cccs1)NC1(C(=O)NC2CCCC2)CCCCC1,0.0,0.0,6.0,0.9
CCC(=O)Oc1ccc(C(=O)NCc2ccccc2OC)cc1,0.2,-4.1,0.8,0.0
O=C(O)/C=C/C(=O)NNC(=O)c1cccnc1,0.1,-3.4,14.4,1.9
CCc1nnc2c3c(-c4ccc(F)cc4)c(C)sc3ncn12,0.8,-11.3,-6.0,0.3
CCOc1cc(/C=C2\C(=O)N(CCc3ccc(OC)c(OC)c3)C(C)=C2C(=O)OC)ccc1O,0.1,-10.2,9.4,0.4
CSCCCn1c(=O)[nH]c(=O)c2c(N)c(C(C)=O)sc21,-0.1,2.3,-9.2,0.1
Cc1ccc2c(c1)cc(C)c1nnc(SCC(=O)Nc3cc(C)on3)n12,0.1,2.5,3.8,1.9
CCOc1ccc(C2C(C#N)=C(SC)NC(=O)[C@H]2C(=O)OC)cc1 (stereo partly specified),-0.1,1.0,3.3,-1.0
Cc1cc(C)n2nc(SCC(=O)NC3CCCCC3C)nc2n1 (stereo unspecified),0.2,-10.8,1.0,2.4
C=CCN(c1ccccc1)S(=O)(=O)c1ccc2[nH]cc(C(=O)NCCCCCC)c(=O)c2c1,0.0,-2.3,3.0,-1.1
COc1cc2nc(NCc3ccc4c(c3)OCO4)nc(NCCN(C(C)C)C(C)C)c2cc1OC,-0.1,-1.8,6.4,-1.6

# Source: PubChem BioAssay (The Scripps Research Institute Molecular Screening Center)
